# hIAP act: human IAP activation. activation factor at 10 µM. 330,000 compounds, 0.16% hits. P09923. purified human IAP, CDP-Star luminescence, 30 min; stronger effect = higher value; 1 = vehicle-only enzyme, 0 = enzyme-free background;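 active = activation factor of the enzyme at least 2-fold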; note: the source names both 10 and 20 µM as test concentration; values of inactives mirror those of a sister screen read the other way
# PfG6PD inh: PfG6PD (Plasmodium falciparum) enzyme inhibition | 350,000 compounds, 0.78% hits | inhibition, % at 20 µM | PfGluPho enzyme, NADPH resazurin-diaphorase fluorescence;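 active = inhibition reaching at least a set limit at 20 µM in the primary screen, cut at about 59% in these data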;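 note: 0% = DMSO wells with substrate and 100% = DMSO wells lacking glucose-6-phosphate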
# HKDC1 inh: blocks human hexokinase HKDC1 activity; AID 493160; 340,000 compounds, 0.16% hits; recombinant HKDC1, G6PDH/diaphorase resazurin coupled fluorescence; Q2TB90; inhibition, % at 20 µM;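 active = inhibition above about 35% when tested at 20 µM, limit read from the data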;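 note: plate controls were DMSO wells with enzyme for no effect and DMSO wells lacking enzyme for full effect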
# Target sequence (Q2TB90 whole entry, looked up): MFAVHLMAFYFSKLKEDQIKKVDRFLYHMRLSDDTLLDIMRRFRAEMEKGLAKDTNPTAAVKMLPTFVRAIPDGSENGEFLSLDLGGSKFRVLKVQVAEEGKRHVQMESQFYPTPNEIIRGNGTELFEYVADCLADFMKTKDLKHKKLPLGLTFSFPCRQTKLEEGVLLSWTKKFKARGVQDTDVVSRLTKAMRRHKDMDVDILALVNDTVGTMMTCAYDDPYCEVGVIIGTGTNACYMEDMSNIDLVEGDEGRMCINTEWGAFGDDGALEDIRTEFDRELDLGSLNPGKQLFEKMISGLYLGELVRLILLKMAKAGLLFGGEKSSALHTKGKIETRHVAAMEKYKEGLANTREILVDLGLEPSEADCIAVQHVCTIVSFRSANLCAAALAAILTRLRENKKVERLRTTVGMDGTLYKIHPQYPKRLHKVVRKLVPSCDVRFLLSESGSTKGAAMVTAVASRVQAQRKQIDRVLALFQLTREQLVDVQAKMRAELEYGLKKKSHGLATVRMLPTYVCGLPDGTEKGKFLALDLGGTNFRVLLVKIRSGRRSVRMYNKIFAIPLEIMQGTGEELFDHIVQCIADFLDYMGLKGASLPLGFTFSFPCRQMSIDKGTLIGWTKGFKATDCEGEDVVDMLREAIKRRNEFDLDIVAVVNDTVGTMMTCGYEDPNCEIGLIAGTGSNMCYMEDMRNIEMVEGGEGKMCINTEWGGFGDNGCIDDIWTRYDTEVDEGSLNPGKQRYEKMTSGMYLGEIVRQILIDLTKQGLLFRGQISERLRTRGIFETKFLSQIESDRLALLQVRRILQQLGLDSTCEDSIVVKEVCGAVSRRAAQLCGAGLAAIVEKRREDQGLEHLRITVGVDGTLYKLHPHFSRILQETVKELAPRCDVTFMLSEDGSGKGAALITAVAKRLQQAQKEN
#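 Material: recombinant HKDC1 hexokinase; Amount: HKDC1 at 5 µg/mL; Medium: Tris pH 8.0 buffer with MgCl2, Tween-20, BSA, BME; Schedule: 90 min reaction incubation at room temperature, dark; Technique: coupled resazurin fluorescence, excitation 525 nm, emission 613 nm.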
# mIAP activ: mouse IAP activation | muIAP, CDP-Star luminescence, 30 min; stronger effect = higher value; 1 = vehicle-only enzyme signal, 0 = enzyme-free wells | activation factor at 10 µM | 330,000 compounds, 0.24% hits;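 active = activation factor of at least 2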; note: the source names both 10 and 20 µM as test concentration; values of inactives mirror those of a sister screen read the other way
#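 Assay system: mouse IAP enzyme; Reagent: CDP-Star chemiluminescent phosphatase substrate; Compound: DMSO-dissolved test compounds; Incubation: 30 min, room temperature; Technique: luminescence from enzymatic CDP-Star hydrolysis; Controls: DMSO-only wells and no-enzyme negative control.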
# A3A deaminase: inhibitors of human APOBEC3A DNA deaminase; P31941; recombinant A3A, FAM/TAMRA ssDNA deamination fluorescence; inhibition, % at 20 µM; 330,000 compounds, 0.41% hits;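 active = at least 40% inhibition at 20 µM here, with at most 30% in a related deaminase screen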;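 note: plate controls were A3A with DMSO for no effect and wells lacking A3A enzyme for full effect; some results filed as inactive read as strong as hits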
# Target sequence (P31941 whole entry, looked up): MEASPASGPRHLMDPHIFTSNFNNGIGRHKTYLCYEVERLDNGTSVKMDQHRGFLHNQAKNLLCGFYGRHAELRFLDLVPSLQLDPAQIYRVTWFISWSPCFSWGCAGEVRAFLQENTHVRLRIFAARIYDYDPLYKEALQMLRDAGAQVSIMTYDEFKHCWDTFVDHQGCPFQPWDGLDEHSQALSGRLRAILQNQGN
# mIAP block: mouse IAP inhibition | 330,000 compounds, 0.2% hits | AID 2806 | inhibition, % at 10 µM | purified mouse IAP, CDP-Star luminescence, 30 min;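 active = inhibition of at least 40% at 10 µM in the primary screen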;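 note: plate controls were DMSO with enzyme for no effect and no enzyme wells for full effect; values of inactives mirror those of a sister screen read the other way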
# ATG4B inh: inhibitors of human ATG4B cysteine protease | ATG4B cleavage of LC3-PLA2, NBD-HPC fluorescence, 1 h | 340,000 compounds, 0.51% hits | inhibition, % at 8.33 µM | Q9Y4P1; in the data active = inhibition above about 40%
# hIAP block: human IAP inhibition; P09923; purified IAP, CDP-Star luminescence, 30 min; inhibition, % at 10 µM; 330,000 compounds, 0.12% hits; AID 2544;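 active = inhibition reaching a set limit with compound at 10 µM in the primary screen, cut at about 35% in these data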;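 note: plate controls were DMSO wells with enzyme for no effect and no-enzyme buffer wells for full effect; values of inactives mirror those of a sister screen read the other way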
# * hit, by the source's call; nt = no result given.
# Preview, nine compounds:
No.	compound	hIAP act	PfG6PD inh	HKDC1 inh	mIAP activ
1	C=C(C)C1CCC(C)=C1COC(=O)Nc1ccccc1 (stereo not given)	0.99	17	6	1.1
2	CCc1cc2c(=O)c(-c3ccc4c(c3)OCO4)coc2c(CN(C)C)c1O	1	18	-2	1
3	COc1ccc(Cc2nnc(SCC(=O)Nc3ccc(C)cc3C)[nH]c2=O)cc1	0.91	-57	-4	0.97
4	Cc1cc(Br)ccc1SCC(=O)NNC(=O)c1ccco1	1.6	-5	-8	0.99
5	Cn1c(COc2ccccc2)nnc1SCc1cc(=O)[nH]c2ccccc12	0.87	0	4	1
6	Cc1onc(-c2ccccc2)c1C(=O)OCC(=O)Nc1ccc(Cl)cc1	0.97	-5	1	1.3
7	COc1ccc(NS(=O)(=O)c2ccc(NN=Cc3ccc(C(=O)O)cc3)c([N+](=O)[O-])c2)cc1	0.89	nt	nt	0.89
8	Cc1nccc2[nH]c(=O)c(C(=O)NC3CCCCC3C)cc12 (stereo not given)	1.2	-3	-11	1
9	O=C(CSc1nnc(-c2cccnc2)n1-c1ccccc1)Nc1ccccc1	0.99	-5	8	1

No.	A3A deaminase	mIAP block	ATG4B inh	hIAP block
1	-2	-10	29	1
2	-5	0	-1	-4
3	-1	3	-6	9
4	-3	1	0	-61
5	-3	-1	9	13
6	-2	-26	12	3
7	3	11	nt	11
8	8	-4	3	-15
9	4	0	6	1

# All compounds of this part, previewed entries included:
No.	compound	hIAP act	PfG6PD inh	HKDC1 inh	mIAP activ
1	C=C(C)C1CCC(C)=C1COC(=O)Nc1ccccc1 (stereo not given)	0.99	17	6	1.1
2	CCc1cc2c(=O)c(-c3ccc4c(c3)OCO4)coc2c(CN(C)C)c1O	1	18	-2	1
3	COc1ccc(Cc2nnc(SCC(=O)Nc3ccc(C)cc3C)[nH]c2=O)cc1	0.91	-57	-4	0.97
4	Cc1cc(Br)ccc1SCC(=O)NNC(=O)c1ccco1	1.6	-5	-8	0.99
5	Cn1c(COc2ccccc2)nnc1SCc1cc(=O)[nH]c2ccccc12	0.87	0	4	1
6	Cc1onc(-c2ccccc2)c1C(=O)OCC(=O)Nc1ccc(Cl)cc1	0.97	-5	1	1.3
7	COc1ccc(NS(=O)(=O)c2ccc(NN=Cc3ccc(C(=O)O)cc3)c([N+](=O)[O-])c2)cc1	0.89	nt	nt	0.89
8	Cc1nccc2[nH]c(=O)c(C(=O)NC3CCCCC3C)cc12 (stereo not given)	1.2	-3	-11	1
9	O=C(CSc1nnc(-c2cccnc2)n1-c1ccccc1)Nc1ccccc1	0.99	-5	8	1
10	CC(C)Oc1cccc(C(=O)C2CCCN(C(=O)CCn3cnnn3)C2)c1 (stereo not given)	1	-3	-3	0.97
11	COc1ccc(N2CCN(c3ccc(NC(=O)c4ccc5c(c4)OCO5)cc3C#N)CC2)cc1	1.3	-5	1	1.1
12	Cc1ccc(-c2n[nH]c(=S)c3ccccc23)cc1	0.91	23	0	0.91

No.	A3A deaminase	mIAP block	ATG4B inh	hIAP block
1	-2	-10	29	1
2	-5	0	-1	-4
3	-1	3	-6	9
4	-3	1	0	-61
5	-3	-1	9	13
6	-2	-26	12	3
7	3	11	nt	11
8	8	-4	3	-15
9	4	0	6	1
10	5	3	-11	-4
11	-5	-12	8	-31
12	-3	9	-4	9

# (listing goes on)
No.	compound	hIAP act	PfG6PD inh	HKDC1 inh	mIAP activ
13	CCC(=O)Nc1ccc(NC(=S)NC(=O)Cc2ccccc2)cc1	1.1	7	-13	1.1
14	O=C1CCC(=O)N1OCCCCOc1ccccc1	0.94	-4	-5	1
15	COc1ccccc1OCC(=O)NNc1c2ccccc2nc2ccccc12	0.89	9	4	0.94
16	CCOC(=O)C1=C(C)C2C3C(=O)N(c4cc(C)ccc4C)C(=O)C3C1(C)C1C(=O)N(c3cc(C)ccc3C)C(=O)C21 (stereo not given)	0.86	3	-8	0.91
17	Cc1cccc(C(=O)NC(=S)Nc2ccc(S(=O)(=O)N(C)c3ccccc3)cc2)c1	0.91	9	-1	0.7
18	CCc1nnc(NC(=O)C(=O)NCCOC(=O)c2ccccc2Cl)s1	1.1	-2	3	0.93
19	COc1ccc(C(=O)OCCc2sc[n+](CC(=O)c3ccccc3)c2C)cc1	0.77	0	4	0.76
20	O=C(CC(=O)c1cc(Cl)ccc1O)c1ccccc1	0.86	-4	-4	0.96
21	Cn1c2ccccc2c2cc(/C=N/NC(=O)c3ccc(O)cc3O)ccc21	1	7	3	1.1
22	COc1ccc(OC)c2sc(N3CCN(C(=O)c4ccc([N+](=O)[O-])s4)CC3)nc12	1.1	11	5	1
23	Cc1cccc(S(=O)(=O)NCC2CCCO2)c1 (stereo not given)	0.9	-4	-4	1.1
24	COc1cc(CC(=O)N(c2ccccc2)c2nc(C)cs2)cc(OC)c1OC	1	-5	-6	1

No.	A3A deaminase	mIAP block	ATG4B inh	hIAP block
13	-3	-8	-2	-6
14	0	0	2	6
15	0	6	-11	11
16	2	9	-22	14
17	-1	30	7	9
18	-1	7	-5	-5
19	20	24	-2	23
20	-4	4	14	14
21	-4	-6	-5	-3
22	-2	-4	-2	-7
23	-5	-6	-2	10
24	0	-4	-11	-3

# Remaining list, next part
No.	compound	hIAP act	PfG6PD inh	HKDC1 inh	mIAP activ
25	CCN(CC)S(=O)(=O)c1ccc(NS(=O)(=O)c2ccc3oc(=O)[nH]c3c2)cc1	1.2	-32	4	0.97
26	O=C(COc1ccccc1)Nc1nonc1NC(=O)COc1ccccc1	1.3	71*	-1	1.1
27	COc1cccc(N/C(SCc2ccccc2Cl)=C(/C#N)C(=O)NCc2cccs2)c1	0.93	1	0	0.97
28	CC(Sc1nccn1C)C(=O)Nc1ccccc1 (stereo not given)	1.1	0	5	1
29	O=C(CSc1nccc(=O)[nH]1)c1c[nH]c2ccccc12	1.1	6	-7	1.2
30	O=C(CSc1nnc(NC(=O)c2ccco2)s1)NC1CCCCC1	1	-25	-3	0.92
31	COc1cc(/C=N/O)ccc1OCc1ccc([N+](=O)[O-])cc1	0.87	56	11	0.92
32	CC1(C)CC(=O)C=C(Nc2ccccc2O)C1	1	-16	-5	1
33	COc1ccc(OCC(O)CN(CCO)CC(O)Cn2ccc3ccccc32)cc1 (stereo not given)	1.1	-22	-6	0.93
34	Cc1ccc(C(=O)OCCN(C)Cc2ccccc2)cc1	0.87	18	-5	1.1
35	NC(=O)c1ccc(N2CCN(S(=O)(=O)c3cccs3)CC2)c([N+](=O)[O-])c1	1.1	-7	0	0.97
36	Cc1c(Cl)cccc1NC(=O)C1CCN(S(C)(=O)=O)CC1	1.2	-9	-10	1.1

No.	A3A deaminase	mIAP block	ATG4B inh	hIAP block
25	3	3	0	-20
26	-1	-9	-9	-27
27	2	3	3	7
28	-2	-5	-5	-14
29	-9	-16	-11	-8
30	-3	8	-10	-1
31	-1	8	0	13
32	-4	-3	2	-1
33	2	7	-11	-10
34	1	-6	-9	13
35	-2	3	13	-5
36	1	-8	5	-15

# Other results follow.
No.	compound	hIAP act	PfG6PD inh	HKDC1 inh	mIAP activ
37	Cc1nc(CNS(=O)(=O)c2cc(F)ccc2F)cs1	0.98	8	-13	1
38	O=C(Nc1ncc2c(n1)-c1ccccc1CC2)c1cccc(Cl)c1	1	28	4	0.97
39	Cc1ccc(NC(=S)N(Cc2cccs2)Cc2cc3cc(C)cc(C)c3[nH]c2=O)cc1	0.94	2	-7	1
40	CCc1cccc(CC)c1NC(=O)CN1CCc2cc(OC)c(OC)cc2C1	1.1	nt	nt	1
41	CC(C)N(C(=O)CSc1nnc(-c2cc3ccccc3cc2O)n1Cc1ccco1)C(C)C	1	27	-1	0.96
42	Cc1ccc(S(=O)(=O)NC(=O)NC(=O)N(C)S(=O)(=O)c2ccc(C)cc2)cc1	0.95	-7	-8	0.93
43	O=C1Nc2ccccc2N(O)N1c1ccc(Cl)cc1	1.2	-9	-8	0.95
44	COc1cc(OC)c(OC)cc1/C=N/NC(=O)CSc1ccccc1F	0.94	-7	8	0.91
45	CCC1(O)c2ccccc2-c2ncccc21 (stereo not given)	1	8	-3	0.92
46	COCCN=c1scc(-c2cccs2)n1/N=C/c1ccc(O)c(O)c1O	1.1	52	10	0.79
47	CCN1CCN(Cc2nc3c(c(=O)[nH]c(=O)n3C)n2Cc2ccccc2Cl)CC1	1	-11	-4	1.1
48	CCC(C)c1ccc(OCC(=O)Nc2ccc(Cl)cn2)cc1 (stereo not given)	0.93	5	-2	0.82

No.	A3A deaminase	mIAP block	ATG4B inh	hIAP block
37	1	-3	19	2
38	1	3	5	-1
39	8	0	-5	6
40	1	-2	nt	-9
41	0	4	-7	-2
42	2	7	-3	4
43	-3	5	-3	-15
44	-1	9	-3	6
45	2	8	-13	0
46	2	21	7	-15
47	0	-9	-6	0
48	-2	18	10	7

# (more compounds)
No.	compound	hIAP act	PfG6PD inh	HKDC1 inh	mIAP activ
49	Cc1sc2nc(C3CC3)nc(SCC(=O)N3CCc4ccccc4C3)c2c1C	1.2	-13	2	0.9
50	Cc1cc(C)c(NC(=O)CSc2nc(=O)n(CCN3CCOCC3)c3c2CCCC3)c(C)c1	1.1	0	-5	0.93
51	COc1ccc(NC(=O)CN(C)C(=O)c2cc3c(cc2Cl)N2CCCCCC2=NS3(=O)=O)cc1	1.1	-3	2	1
52	O=C(COC(=O)/C=C/c1ccccc1[N+](=O)[O-])NNC(=O)c1ccc(F)cc1	0.91	8	-4	1
53	COC(=O)c1sccc1NC(=O)Nc1ccc(OC)cc1OC	0.76	58	3	1
54	CCOC(=O)CN1C(=O)N[C@@H](c2cccc(C(F)(F)F)c2)[C@@H](C(=O)OC)[C@H]1C	0.86	-19	-6	1.1
55	CN1CC(=O)Nc2ccc(F)cc2C1=O	0.95	-20	-2	0.88
56	Cn1ccnc1SCC(=O)c1ccc(OC(F)F)cc1	0.86	-1	-2	0.96
57	CCCC(C)NC(=O)COc1ccc(Sc2ccc(OCC(=O)NC(C)CCC)cc2)cc1 (stereo not given)	1.1	-6	16	1.6
58	C/C=C/C(=O)OCC(=O)Nc1nc2ccc(C)cc2s1	1.1	-3	6	0.96
59	CC1(C)CN=C(N(C(=O)Nc2ccccc2)c2ccccc2F)S1	1.2	11	5	0.97
60	COc1ccc(C(=O)Nc2nc(-c3ccccn3)cs2)cc1S(=O)(=O)N1CCOCC1	1.2	47	3	0.76

No.	A3A deaminase	mIAP block	ATG4B inh	hIAP block
49	1	10	37	-18
50	-1	7	3	-5
51	6	-1	-16	-6
52	1	-2	-1	9
53	0	-2	-1	24
54	-3	-6	1	14
55	-3	12	-1	5
56	-2	4	4	14
57	1	-57	-4	-8
58	-1	4	4	-6
59	-5	3	0	-19
60	0	24	-7	-24

# The results go on:
No.	compound	hIAP act	PfG6PD inh	HKDC1 inh	mIAP activ
61	COCCCNC(=O)Cn1c(=O)n(CC(=O)N2CCCCC2)c(=O)c2sccc21	0.92	1	-4	1.1
62	Cc1cc(C)n(CCCNC(=O)C2CCC(=O)N(CCc3ccc(Cl)cc3)C2)n1 (stereo not given)	1	-6	1	1
63	Cc1noc(C)c1COc1ccccc1C(=O)N(C)Cc1ccc(C(C)(C)C)cc1	0.98	-23	3	1.1
64	COc1ccccc1NC(=O)Nc1nc(CC(=O)NCc2c(F)cccc2F)cs1	0.91	-2	2	1.1

No.	A3A deaminase	mIAP block	ATG4B inh	hIAP block
61	-3	-10	0	8
62	-2	-4	-3	-2
63	-3	-10	-1	2
64	-3	-6	-10	9

# High-throughput results: PubChem, Sanford-Burnham Center for Chemical Genomics
